Bioassay records (PubChem)
SENP1 FRET inh = human SENP1 catalytic domain inhibitors, primary screen, biochemical, FRET, uHTS; Sentrin-specific protease 1 (Homo sapiens), Q9P0U3; recombinant SENP1 catalytic domain, CyPet-SUMO1-YPet FRET cleavage; inhibition, % at 10 µM; 360,000 compounds, 0.21% hits;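 active = inhibition at least 30% at 10 µM, raw YFP signal under a set limit, fluorescence ratio 0.5 to 1.5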;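 note: 0% = enzyme with DMSO and 100% = no enzyme wells; some results filed as inactive read as strong as hits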
Target sequence (Q9P0U3 419-644 limits assumed): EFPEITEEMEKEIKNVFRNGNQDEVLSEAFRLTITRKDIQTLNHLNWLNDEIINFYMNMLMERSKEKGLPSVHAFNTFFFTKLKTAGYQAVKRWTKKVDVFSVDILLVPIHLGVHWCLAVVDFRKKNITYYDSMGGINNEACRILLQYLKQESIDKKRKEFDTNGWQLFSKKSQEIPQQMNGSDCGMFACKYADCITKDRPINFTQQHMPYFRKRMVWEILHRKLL
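Material – human SENP1 catalytic domain · Input – SENP1 enzyme, 20 pM final · Compound dosing – single concentration of 10 µM compound, 0.5% DMSO final · Timing – enzyme reaction for 50 min at room temperature, dark · Measured by – FRET fluorescence in CFP and YFP emission channels · Control set – no-enzyme wells low, DMSO-plus-enzyme wells high control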
PfG6PD inh = PfG6PD enzyme inhibitors, primary screen, biochemical, fluorescence intensity, uHTS; glucose-6-phosphate dehydrogenase-6-phosphogluconolactonase (Plasmodium falciparum 3D7); PfGluPho enzyme, NADPH resazurin-diaphorase fluorescence; inhibition, % at 20 µM; 350,000 compounds, 0.78% hits; AID 504690, 2011;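 active = inhibition reaching at least a set limit at 20 µM in the primary screen, cut at about 59% in these data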;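 note: 0% = DMSO wells with substrate and 100% = DMSO wells lacking glucose-6-phosphate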
SENP8 inh = human SENP8 protease inhibitors, primary screen, biochemical, fluorescence, Nedd8 protein substrate, uHTS | Sentrin-specific protease 8 (Homo sapiens), Q96LD8 | AID 602440, 2012 | inhibition, % at 20 µM | 360,000 compounds, 0.64% hits | recombinant SENP8; in the data active = inhibition mostly above about 40%, no sharp cut-off; inactive = mostly below about 27%
Target sequence (Q96LD8 whole entry, looked up): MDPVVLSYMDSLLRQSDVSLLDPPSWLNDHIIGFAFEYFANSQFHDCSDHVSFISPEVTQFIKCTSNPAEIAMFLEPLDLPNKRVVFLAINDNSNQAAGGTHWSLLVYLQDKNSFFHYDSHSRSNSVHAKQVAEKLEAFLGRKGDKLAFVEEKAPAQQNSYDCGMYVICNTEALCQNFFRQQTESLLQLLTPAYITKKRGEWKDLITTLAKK
The depositor's hits bear a star. Some of the compounds tested; rates above refer to the full screens.

structure | SENP1 FRET inh | PfG6PD inh | SENP8 inh
COc1cccc(-c2cccc(NC(=O)C3CCN(CCCn4cccn4)CC3)c2)c1 | -4 | -11 | 16
COc1ccc(NC(=O)CSc2nnnn2-c2cccc(OC)c2)cc1 | 0 | 0 | 10
Cc1cc(Cl)ccc1C(=O)C1CCCN(C(=O)c2ccc3c(c2)OCO3)C1 (stereo unspecified) | -1 | -4 | 10
COc1cccc(S(=O)(=O)N(C)C[C@H]2OCc3cnnn3CCCC(=O)N([C@H](C)CO)C[C@H]2C)c1 | 2 | -10 | 6
CNC[C@@H]1Oc2cc(Br)ccc2S(=O)(=O)N([C@H](C)CO)C[C@H]1C | 2 | -3 | 2
COc1ccc(NC(=O)C[C@H]2C(=O)N(Cc3ccccc3)C[C@@H]2Cc2ccccc2)cc1 | 0 | -5 | 0
COC[C@H](NS(=O)(=O)c1ccc(Br)cc1F)[C@@H](O)c1ccccc1 | 1 | -13 | 13
CCc1ccc(CN(C)C(=O)c2cc(COc3cncc(Cl)c3)on2)cc1 | 4 | 4 | 9

structure | SENP1 FRET inh | PfG6PD inh | SENP8 inh
CCC(=O)Nc1cc(OC)c(NC(=S)Nc2ccccc2CC)cc1OC | -2 | 6 | 19
COc1cc(C=Cc2nnc3c4ccccc4cnn23)cc(OC)c1OC | 1 | 0 | -113
Cc1cccc(S(=O)(=O)N(C)C[C@H]2OCc3cnnn3CCCC(=O)N([C@@H](C)CO)C[C@H]2C)c1 | 1 | -14 | 14
O=C(c1cccs1)N1C[C@@H](O)[C@H](n2cc(C3CC3)nn2)C[C@@H]1c1ccccc1 | -2 | -21 | 6
COc1cc(/C=C2/SC(=S)N(CC(=O)NNC(=O)c3ccc(F)cc3)C2=O)cc(OC)c1OC | 23 | -16 | 14
O=C(C[C@@H]1C[C@H]2c3cc(NC(=O)NC4CCCCC4)ccc3O[C@H]2[C@H](CO)O1)NC1CCCCC1 | -1 | -7 | 19
CC(OC(=O)C1COc2ccccc2O1)C(=O)c1ccccc1 (stereo unspecified) | 2 | -25 | 16
Cc1ccc([C@H]2C[C@@H](n3cc(COC(=O)c4ccccc4)nn3)[C@H](O)CN2C(=O)c2cccs2)cc1 | 0 | -15 | 7

structure | SENP1 FRET inh | PfG6PD inh | SENP8 inh
Cc1cn([C@H]2C[C@H](O)[C@@H](CNC(=O)CNC(=O)CN)O2)c(=O)[nH]c1=O | 1 | -32 | 18
CCSc1nnc(NC(=O)C2CCCN(C(=O)c3ccc(Cl)cc3)C2)s1 (stereo unspecified) | 2 | -6 | 0
COc1cccc(S(=O)(=O)N(C)C[C@H]2OCc3cnnn3CCCC(=O)N([C@@H](C)CO)C[C@H]2C)c1 | 0 | 13 | -6
C[C@H]1CN([C@@H](C)CO)S(=O)(=O)c2ccc(Br)cc2O[C@@H]1CN(C)C(=O)CCN1CCCCC1 | -2 | -4 | 0
CN1C(=O)CN(CCN2CC(=O)N(C)C(=O)C2)CC1=O | 2 | -16 | 16
CC1CCCCN1CCCNC(=O)c1ccc2c(c1)NC(=O)CN2C (stereo unspecified) | -97 | 17 | -51
Cc1ccc([C@H]2C[C@H](n3cc(COC(=O)c4ccccc4)nn3)[C@@H](O)CN2CC2CCCCC2)cc1 | 0 | 9 | 2
Nc1ccccc1CCc1ccccc1N | 2 | -7 | 6

structure | SENP1 FRET inh | PfG6PD inh | SENP8 inh
CCN(c1ccccc1)S(=O)(=O)c1ccc(OC)c(NC(=O)c2ccco2)c1 | 3 | -11 | 1
CCCC1NC(=O)c2cc3ccccc3cc2-n2c1nc1cc(Cl)ccc1c2=O (stereo unspecified) | -3 | 4 | -20
Cc1ccsc1/C=C1\Oc2cc(O)ccc2C1=O | -28 | -3 | -150
N#Cc1ccccc1OCC(=O)Nc1nc(-c2ccccn2)cs1 | -22 | 48 | -9
CC(C)OC(=O)N(C)C[C@@H]1OCc2cnnn2CCCC(=O)N([C@@H](C)CO)C[C@@H]1C | 1 | -6 | 3
CN1OC[C@@H]2C(=O)N3CCc4c([nH]c5ccccc45)[C@@H]3C[C@@H]21 | -27 | 14 | -406
C[C@H]1CN([C@@H](C)CO)C(=O)c2cc(-c3ccccc3F)cnc2O[C@@H]1CN(C)C(=O)NC1CCCCC1 | 2 | 18 | 1
O=C1C=CN(C2OC(CO)C(O)C2O)C(=O)C1 (stereo unspecified) | 1 | -24 | 21

structure | SENP1 FRET inh | PfG6PD inh | SENP8 inh
CCOc1ccc(-n2c(C)c3c(C)nnc(C)c3c2C)cc1 | -10 | 26 | -224
COc1ccc(C(C#N)=Cc2ccc(OC)c(OC)c2)cc1 | 1 | 4 | -152
C[C@@H]1CN([C@@H](C)CO)C(=O)c2cc(C#Cc3ccccc3)cnc2O[C@H]1CN(C)C(=O)c1ccccc1F | -5 | -4 | -19
C=CCN(C(=O)CSc1nc2ccsc2c(=O)n1Cc1ccc(C(=O)O)cc1)c1ccccc1 | 1 | -16 | 5
CCCCN1C[C@H](C)[C@@H](CC(=O)Nc2ccccc2)C1=O | 2 | 3 | 9
CCC(=C(c1ccc(O)cc1)c1ccc(OCCN(C)C)cc1)c1ccccc1 | -2 | -14 | 4
CCC(C)C(CO)NCCCn1cnc2c(OCc3ccccc3)ncnc21 (stereo unspecified) | 1 | 0 | 2
CCCCCCN1C[C@H](O)[C@@H](n2cc(C3CC3)nn2)C[C@@H]1c1ccccc1 | 0 | -6 | 0

structure | SENP1 FRET inh | PfG6PD inh | SENP8 inh
Cn1cc(/C=C(\NC(=O)c2ccccc2)C(=O)NCCCn2ccnc2)c2ccccc21 | 0 | -4 | 3
O=C1CCC2CN3CCc4c([nH]c5ccccc45)C3CC2C1 (stereo unspecified) | -32 | 11 | 9
C=CCN1C(=O)/C(=C/N(C)C)S/C1=N\S(=O)(=O)c1cccs1 | 0 | 1 | 17
CCCCN1C(=O)C(CC(=O)NC2CCCC2)CC(C(=O)N(CC)CC)=C1C (stereo unspecified) | 0 | -9 | 2
